# Compound activity deposited in PubChem BioAssay by Sanford-Burnham Center for Chemical Genomics.
# TAG inh: inhibitors of triacylglycerol accumulation; H9c2 cells, Nile Red lipid (TAG) fluorescence; cells loaded with 200 µM oleic acid; inhibition, % at 12.5 µM; hit rate 0.66% among 230,000; AID 651582;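 active = pattern-corrected inhibition of lipid staining of at least 50% with the nuclear-stain viability signal not falling by more than 50%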;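 note: 0% = DMSO wells and 100% = triacsin C control wells; some results filed as inactive read as strong as hits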
# TAG inh DAPI viability: second read-out of TAG inh, no call of its own (marks repeat the call); DAPI nuclei signal change (viability), lower = more cytotoxic, %;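 whole-well DAPI fluorescence read on a plate reader as a viability signal; minus 50 percent equals half of cells still viable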
# The depositor's hits bear a star. This is a subset; the hit share may differ from the screen's.
smiles | TAG inh | TAG inh DAPI viability
COc1ccc(-c2noc(N3CCC(C(=O)N(C)c4ccccc4)CC3)n2)cc1 | -7 | 9
CC12CCC(C(=O)NNc3ccc([N+](=O)[O-])cc3)(OC1=O)C2(C)C (configuration not stated) | 4 | -1
COc1ccc(C2C(C#N)=C(/N=C/N3CCN(C)CC3)OC3=C2C(=O)CC(C)(C)C3)cc1 (configuration not stated) | 3 | 8
O=C(c1cc2ccccc2o1)N1CCN(c2ccccn2)CC1 | -25 | -1
O=C(COC(=O)Cc1ccccc1[N+](=O)[O-])NC1CCCC1 | 0 | 4
CCSc1nnc(NC(=O)CSc2nnc(-c3c[nH]c4ccccc34)n2CC)s1 | 5 | -10
NS(=O)(=O)c1ccc(CNC(=S)NC2CCCC2)cc1 | 1 | 1
Cc1ccc(NC2=CC(=O)CC(C)(C)C2)cc1C | 25 | 1
Cc1nc2sc(C(c3ccc(Br)cc3)N3CC(C)OC(C)C3)c(O)n2n1 (configuration not stated) | 6 | 6
O=C(CSCCO)Nc1ccc(C23CC4CC(CC(C4)C2)C3)cc1 | 24 | 16
CC(=O)c1sc(NC(=O)CN2C(=O)NC3(CCCC3)C2=O)nc1-c1ccccc1 | -5 | 1
CC(C)(C)[C@@H]1CCC(=O)N(CC[C@H](Sc2ccccc2)c2ccccc2)CC1 | -59 | 2
C=CCNC(=O)C(C)N1c2cccc3cccc(c23)S1(=O)=O (configuration not stated) | -5 | -1
CN(Cc1ccccc1)C(=O)c1nc[nH]c1C(=O)N1CCN(c2ccccc2)CC1 | -8 | 1
CC(C)NC(=O)N(C)C[C@H]1Oc2ncc(Br)cc2C(=O)N([C@H](C)CO)C[C@@H]1C | 4 | -5
COc1ccc(Cn2c(C)nc3oc4cc(OC)ccc4c(=O)c3c2=O)cc1 | -42 | 13
CCOC(=O)c1c(NC(C)=O)sc2c1CCN(Cc1ccccc1)C2 | -31 | -2
OC[C@H]1O[C@@H](c2nc(-c3nc(-c4ccc(F)cc4)no3)cs2)[C@H](O)[C@@H](O)[C@H]1O | -15 | 15
S=c1[nH]nc(-c2ccccc2)c2ccccc12 | 0 | -1
CCc1nnc(SCC(=O)Nc2ccc3c(c2)OCO3)o1 | 7 | 0

# Some values from above:
# For TAG inh, `NS(=O)(=O)c1ccc(CNC(=S)NC2CCCC2)cc1` has the entry 1
# For TAG inh DAPI viability, `CC(C)NC(=O)N(C)C[C@H]1Oc2ncc(Br)cc2C(=O)N([C@H](C)CO)C[C@@H]1C` has the entry -5
# For TAG inh DAPI viability, `O=C(CSCCO)Nc1ccc(C23CC4CC(CC(C4)C2)C3)cc1` has the entry 16
# For TAG inh, `Cc1nc2sc(C(c3ccc(Br)cc3)N3CC(C)OC(C)C3)c(O)n2n1` (configuration not stated) has the entry 6
# For TAG inh DAPI viability, `COc1ccc(C2C(C#N)=C(/N=C/N3CCN(C)CC3)OC3=C2C(=O)CC(C)(C)C3)cc1` (configuration not stated) has the entry 8

# Other structures
smiles | TAG inh | TAG inh DAPI viability
CCOC(=O)C1(CC2CCCCO2)CCN(C(=O)Nc2ccc3c(c2)OCO3)CC1 (configuration not stated) | 9 | -11
Cc1cnc(C(=O)OCC(=O)Nc2ccc(Br)cc2F)cn1 | -1 | 8
NC(=O)C1CCN(C(=O)c2ccc(OCC(=O)Nc3cccc(C(F)(F)F)c3)cc2)CC1 | 2 | -6
CC(=O)N1CCN(CC(c2ccccc2)c2ccccc2)CC1 | -12 | 0
Cc1cc(NC(=O)COC(=O)C2CCN(C(=O)c3ccc(Cl)cc3)CC2)no1 | -10 | 11
CC(C)OC(=O)CSc1nnc(CNc2ccc(Cl)cc2)n1Cc1ccccc1 | -15 | -3
CN(C)c1ncnc2c1ncn2C1CCCCO1 (configuration not stated) | -5 | -3
O=C(Cn1c(=O)oc2ccccc21)N1CCN(S(=O)(=O)c2ccccc2)CC1 | -14 | -1
CN1CCN(c2ccc(-c3cccc(NC(=O)COc4ccc(Cl)cc4Cl)c3)nn2)CC1 | 17 | 18
CCCCn1c(N)c(N(CC(C)C)C(=O)CCCn2c(=O)oc3ccccc32)c(=O)[nH]c1=O | 0 | -5
Cc1c(C(=O)OCC(=O)N2CCCC(C)C2)oc2ccccc12 (configuration not stated) | 8 | 1
C/C(=N\NC(N)=S)c1ccc(-n2ccnc2)cc1 | 4 | 0
N#C/C(=C\c1c(N2CCC(C(N)=O)CC2)nc2ccccn2c1=O)S(=O)(=O)c1ccccc1 | -16 | 7
CCSc1ncc(/C=N/Nc2ccc(Cl)cc2)n1C | 11 | -4
CN(CCOc1ccccc1)C(=O)c1ccc2c(=O)n3c(nc2c1)CCC3 | 1 | -4
COc1cc2c(cc1NC(=O)C(C)OC(=O)C1CC(=O)N(Cc3ccco3)C1)oc1ccccc12 (configuration not stated) | -13 | 9
CCn1c(SCC(=O)NC(=O)NCc2ccco2)nnc1-c1cccs1 | 5 | -7
O=C(CC1Oc2ccccc2NC1=O)NCCCN1CCOCC1 (configuration not stated) | 0 | 1
CC1=NNC(=O)C1CC(=O)N/N=C/C(Br)=C/c1ccccc1 (configuration not stated) | -4 | -3
CC(C)N1C(=O)CSC1c1ccc(Br)cc1 (configuration not stated) | 16 | -12
CC1CN(S(=O)(=O)c2cccc(C(=O)OCC(=O)N3CCCCCC3)c2)CC(C)O1 (configuration not stated) | -4 | -7
CCOCCCNC(=O)COc1ccc(OC)cc1 | -20 | 4
Cc1cc(C)c(S(=O)(=O)N2CCOC2CNC(=O)C(=O)NCCc2ccc(S(N)(=O)=O)cc2)c(C)c1 (configuration not stated) | 5 | 4
CN(CC(=O)Nc1cccc(F)c1)C(=O)c1ccccc1-n1cnnn1 | 4 | 1
O=C(N/N=C/c1ccc(-c2ccccc2Cl)o1)c1ccccc1 | 17 | 1
Cc1cc(NC(=O)C(Cl)Cl)cc2c1OCO2 | -2 | 4
N#CC1CCCc2c1[nH]c1ccc([N+](=O)[O-])cc21 (configuration not stated) | 14 | -6
Cc1cccnc1C(NC(=O)C1CCN(CCOc2ccc(F)cc2)CC1)c1ccc(F)cc1 (configuration not stated) | -14 | -5
O=C(N/N=C/c1cc([N+](=O)[O-])ccc1O)C(O)(c1ccccc1)c1ccccc1 | 13 | -8
c1ccc(C2c3[nH]c4ccccc4c3CCN2Cc2cccn2-c2ccccn2)nc1 (configuration not stated) | 11 | 2
COC1OC2COC(c3ccccc3)OC2C(OC(=O)c2ccccc2)C1OC(=O)c1ccccc1 (configuration not stated) | -16 | 2
O=C(Nc1ccc2nc(-c3cccs3)[nH]c2c1)c1cccs1 | 42 | 14
CC1=[N+]([O-])C(C)(C)CC(C)(C)c2ccccc21 | 1 | -4
c1ccc(-c2ccccc2OCc2nnc3n2CCC3)cc1 | -1 | -4
OCC1(Cc2ccccc2)CCCN(Cc2c[nH]c3ccccc23)C1 (configuration not stated) | -15 | 30
O=C(CSc1ncnc2c1cnn2-c1cccc(Cl)c1)NCC1CCCO1 (configuration not stated) | 2 | 0
COc1cccc(Cn2cc(N)cn2)c1 | 0 | -3
CCCC[C@@H]1C=C(C(=O)O)[C@H](c2ccc(C)cc2)N1S(=O)(=O)c1ccc(C)cc1 | -7 | 10
O=C1CCC([N+](=O)[O-])C(c2ccc(-c3ccccc3)cc2)N1 (configuration not stated) | 6 | 3
CCOC(=O)CC[C@H](NC(=O)Cn1cnc2c(OCc3ccccc3)ncnc21)C(=O)OCC | -4 | 1

# An excerpt from above in order of formula weight, ascending.
smiles | TAG inh | TAG inh DAPI viability
N#CC1CCCc2c1[nH]c1ccc([N+](=O)[O-])cc21 (configuration not stated) | 14 | -6
O=C1CCC([N+](=O)[O-])C(c2ccc(-c3ccccc3)cc2)N1 (configuration not stated) | 6 | 3
OCC1(Cc2ccccc2)CCCN(Cc2c[nH]c3ccccc23)C1 (configuration not stated) | -15 | 30

# Carrying on:
smiles | TAG inh | TAG inh DAPI viability
O=C(NC1=NCCS1)C1CCN(S(=O)(=O)c2cc([N+](=O)[O-])ccc2Cl)CC1 | 17 | -11
CCOc1ccc(S(=O)(=O)Nc2ccc(C(=O)NCC3CCCO3)cc2)cc1 (configuration not stated) | 0 | -1
CCCC(=O)Nc1ccc(N2CCOCC2)cc1 | 5 | -1
CCC(=O)Nc1ccc(NC(=O)c2ccccn2)cn1 | -2 | -6
COc1ccc(S(=O)(=O)Nc2ccc3c(c2)C(=O)N([C@H](C)CO)C[C@H](C)[C@H](CN(C)Cc2ccc(C(=O)O)cc2)O3)cc1 | -16 | -2
Cc1ccc2nc(NCCCO)nc(-c3ccccc3)c2c1 | -19 | 30
Cn1cncc1C(=O)c1ccccc1 | 0 | 8
COCCCn1c(C)nc2c(c1=O)c1nc3ccccc3nc1n2CCc1ccccc1 | 33 | 46
O=C(CN1C(=O)CSC1=O)NC1CCCCC1 | -21 | -10
Cc1ccc(Oc2ccc(-c3nc(N)nc(N)n3)cc2)cc1 | -6 | 11
Cc1c([N+](=O)[O-])cc(C(=O)Nc2ccc(Cc3ccncc3)cc2)cc1[N+](=O)[O-] | 0 | 1
CC1=C(C(=O)OCc2ccccc2)C(c2ccc(C(F)(F)F)cc2)NC(=O)N1CCCCCC(=O)O (configuration not stated) | -5 | -5
CCC(C)NC(=O)C1CCC(=O)N1Cc1ccc(C)cc1 (configuration not stated) | 9 | -1
COc1cccc(OC)c1C(=O)Nc1nnc(-c2ccc(F)cc2)s1 | 6 | -1
Cc1c(NS(=O)(=O)c2cccc(C(=O)NCc3ccccc3)c2)c(=O)n(-c2ccccc2)n1C | 18 | -5
COc1ccccc1C/C(N)=N/OC(=O)COc1cccc(C)c1C | -5 | 0
COc1cc(Cl)c(C)cc1NC(=O)Cc1ccc(OC)c(OC)c1 | 12 | -10
CCOc1ccc(NC(=S)N2CCN(S(C)(=O)=O)CC2)cc1 | 28 | -5
CC(=O)NCC(=O)NC1CCCc2c1cnn2-c1ccccc1F (configuration not stated) | -6 | -8
CCCCNC(=O)C1CCN(c2nc(OC)nc(OC)n2)CC1 | -5 | 6

# (further entries)
# Under each structure: TAG inh, TAG inh DAPI viability
Cc1ccc(C(=O)NCC(=O)NCCSc2ccc(Br)cc2)cc1
 : -9, 5
CC(=O)Oc1ccc(C(=O)Nc2ccccc2C(=O)N2CCCCC2)cc1
 : 0, -13
COc1ccc(CCNC(=O)COc2ccc(-c3ccc(C#N)cc3)cc2)cc1
 : -22, 13
Cc1cc(C(=O)N2CCN(S(=O)(=O)c3ccccc3C#N)CC2)c(C)o1
 : 9, -6
COc1ccccc1Nc1nc(N)nc(CN2CCCCC2)n1
 : -7, 8
COc1ccccc1N1CCN(CC(=O)Nc2cccc(F)c2)CC1
 : -16, -5
O=C(COC(=O)C1CC2CCCC(C1)C2=O)Nc1ccccc1 (configuration not stated)
 : -4, -10
Cc1nc(C(=O)N(C)C)nn1-c1cc(Cl)ccc1Cl
 : 2, -8
COc1cccc2c1OC1(C)CC2NC(=O)N1c1cccc(C(=O)Nc2ccc3c(c2)OCCO3)c1 (configuration not stated)
 : 18, -12
COc1cccc(-c2sc3ccc(OC)cc3c2-c2ccc(OC)cc2F)c1
 : 4, 4
CCOC(=O)c1oc2cc(OCC(=O)OC)ccc2c(=O)c1-c1ccc(OC)c(OC)c1
 : 10, -1
CCN(CCn1cccn1)Cc1cn[nH]c1-c1ccc(OC)cc1F
 : -19, 9
CCOC(=O)c1c(C)[nH]c(C(=O)N2CCc3cc(OC)c(OC)cc3C2)c1C
 : -9, 2
COc1ccccc1C1=CC(=O)CC(C)(C)C1=O
 : -3, 1
COC(=O)C1=C(C)N(C)C(=O)NC1c1ccccc1 (configuration not stated)
 : -19, 10
COC(=O)CC1C(=O)NCCN1C(=S)Nc1cccc(C(F)(F)F)c1 (configuration not stated)
 : -9, 7
O=C(COC(=O)c1cc(S(=O)(=O)N2CCCC2)ccc1O)NCc1ccccc1
 : 1, -1
CCN(CC)CCCNC(=O)CSc1c2c(nc3cc(Cl)ccc13)CCCC2
 : 57, -60
Cc1cc(NC(=O)CCCN2C(=O)c3cccc4cccc(c34)C2=O)no1
 : 1, -3
COc1ccc(OCc2cc(-c3ccc(Cl)cc3)no2)cc1
 : 1, -3
CCOc1ccc(C(=O)Nc2c3c(nn2-c2cccc(C)c2C)CS(=O)C3)cc1 (configuration not stated)
 : 3, 10
CC(C)n1c(N2CCN(C(=O)c3cccs3)CC2)nc2ccccc21
 : 4, 11
COc1cc(C(=O)NCC(=O)NC(C)CCc2ccccc2)cc(OC)c1OC (configuration not stated)
 : 5, 4
COCCOC1CCN(C(=O)C2CCC(=O)N(CCc3ccccc3)C2)CC1 (configuration not stated)
 : -4, 9
S=c1[nH]nc(-c2ccc(Cl)cc2)n1/N=C/c1ccco1
 : 0, 0
N#Cc1ccccc1S(=O)c1ccccc1C(=O)Nc1ccccc1 (configuration not stated)
 : -10, 4
COc1ccc(OCCOC(=O)c2[nH]c(C)c(C(C)=O)c2C)cc1
 : -30, -1
CCc1nc2c(OCCOc3ccccc3)cccn2c1N(C=O)Cc1ccc(OC)cc1
 : -7, -9
CC(=O)Nc1ccc(NC(=O)C2CCCN(C(=O)c3ccc(Cl)cc3)C2)cc1 (configuration not stated)
 : 1, 3
CC1CCN(S(=O)(=O)c2cccc(C(=O)NCc3cccs3)c2)CC1
 : 7, -3
O=C1c2ccccc2S(=O)(=O)N1CCOc1ccccc1
 : -1, 5
COC(=O)c1sc(-c2ccccc2)cc1NC(=O)c1ccccc1
 : 5, 11
Cc1ccc(C(=O)N2CCN(c3ccc(C(F)(F)F)cn3)CC2)cc1
 : -16, 1
Cc1cccc(NC(=S)NN(Cc2ccccc2)c2ccccc2)c1C
 : -26, 10
COC(=O)c1sccc1NC(=S)Nc1ccc(OC)cc1
 : 2, -2
CCOC(=O)NN1C(=O)c2ccccc2NC1c1cccc(O)c1 (configuration not stated)
 : -5, 10
COc1ccc(CCNCCC(c2ccccc2)c2ccccc2)cc1OC
 : -39, 12
Cc1ccc(SCCNC(=S)Nc2cc(C)ccc2C)cc1
 : -40, -8
CC(=O)Nc1ccc(NC(=O)C(C)OC(=O)c2c(NC(C)=O)sc(C)c2C)cc1 (configuration not stated)
 : -24, 9

# Quoted from the listing (2 entries):
# Under each structure: TAG inh, TAG inh DAPI viability
O=C1c2ccccc2S(=O)(=O)N1CCOc1ccccc1
 : -1, 5
COC(=O)c1sc(-c2ccccc2)cc1NC(=O)c1ccccc1
 : 5, 11
